Bioassay records deposited in PubChem BioAssay by several laboratories.
S1P3 agonist: S1P3 (human) receptor agonism. Q99500. S1P3 NFAT-BLA reporter cells, FRET ratio; relative to 1 µM S1P, basal subtracted. activation, % at 4.5 µM. actives 0.1% (n = 60,000). AID 373;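 active = activation above the screen-wide mean plus 3 SD, cut at about 4.5% in these data, passing the limit was not always enough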; also: some compounds called inactive have numbers as strong as hits
Target sequence (Q99500 whole entry, looked up): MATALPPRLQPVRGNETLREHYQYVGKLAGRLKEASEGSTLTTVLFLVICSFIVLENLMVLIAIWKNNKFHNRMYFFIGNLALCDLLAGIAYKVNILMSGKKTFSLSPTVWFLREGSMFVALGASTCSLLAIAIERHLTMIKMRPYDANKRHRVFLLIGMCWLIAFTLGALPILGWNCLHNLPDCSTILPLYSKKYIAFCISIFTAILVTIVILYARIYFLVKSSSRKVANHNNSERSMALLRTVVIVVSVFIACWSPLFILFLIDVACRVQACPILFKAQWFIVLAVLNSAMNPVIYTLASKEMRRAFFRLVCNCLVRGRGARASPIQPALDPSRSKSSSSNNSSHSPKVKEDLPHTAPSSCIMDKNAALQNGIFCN
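Material: Human S1P3 NFAT-BLA reporter CHO cells | Incubation: Overnight plating, 4 h compound 37 °C, 2 h substrate RT | Signal: FRET β-lactamase substrate fluorescence, excitation 405 nm, 460/535 nm emission ratio, background-subtracted | Compound: 4.5 µM final, single dose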
S1P1 ag-PAM: agonists and agonism potentiators of human S1P1 receptor. P21453. S1P1 CRE-bla cells, forskolin, beta-lactamase FRET, potentiator mode; S1P1 agonist co-added at EC20, 2 nM; 100% = saturating reference agonist, 0% = basal. activation, % at 9.5 µM. actives 0.57% (n = 56,000);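 active = activation above a cutoff set at the mean activation of all tested compounds plus 3 SD, cut at about 54% in these data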;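 also: forskolin at 4 µM as EC80 and the EC20 agonist is SEW2871; 100% = SEW2871 at its EC100 plus forskolin at EC80; some compounds past the cut are filed as inactive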
Target sequence (P21453 whole entry, looked up): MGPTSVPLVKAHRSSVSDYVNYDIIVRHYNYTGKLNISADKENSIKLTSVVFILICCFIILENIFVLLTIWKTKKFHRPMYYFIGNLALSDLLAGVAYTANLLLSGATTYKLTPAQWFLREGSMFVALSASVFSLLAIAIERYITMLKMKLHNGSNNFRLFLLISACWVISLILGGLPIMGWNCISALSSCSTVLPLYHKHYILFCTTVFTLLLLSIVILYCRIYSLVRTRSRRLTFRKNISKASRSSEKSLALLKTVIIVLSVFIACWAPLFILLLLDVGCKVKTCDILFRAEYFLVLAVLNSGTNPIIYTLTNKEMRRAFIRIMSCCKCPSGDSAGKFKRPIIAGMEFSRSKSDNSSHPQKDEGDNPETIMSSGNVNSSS
HTR1E antagonist: blocks the human 5-HT1E serotonin receptor | AID 571 | actives 0.99% (n = 65,000) | P28566 | inhibition, % at 6 µM | CHO 5-HT1E Ga15 NFAT-bla reporter, FRET, antagonist;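 active = inhibition above a set limit, the mean inhibition across every tested compound plus 3 SD, cut at about 29% in these data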;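 also: signal is the 460 over 535 nm emission ratio of beta-lactamase substrate; 0% = agonist plus DMSO wells and 100% = wells without agonist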
HTR1E agonist: agonists of human 5-HT1E serotonin receptor; CHO 5-HT1E Ga15 NFAT-bla reporter, FRET; 0% DMSO wells, 100% control agonist wells; P28566; actives 0.69% (n = 65,000); AID 574; activation, % at 6 µM;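 active = activation above a set limit, the screen-wide mean activation plus 3 SD, cut at about 8.5% in these data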;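 also: 100% = positive control agonist at 1 µM giving full maximal response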
5HT1a ag: activates the human 5-HT1a serotonin receptor. actives 0.56% (n = 65,000). CHO 5-HT1a Ga15 NFAT-bla reporter, FRET ratio; 0% basal, 100% maximal reference agonist. AID 567. activation, % at 10 µM. P08908;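 active = activation above the screen-wide mean activation plus 3 SD, cut at about 19% in these data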;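 also: 0% = DMSO wells and 100% = 5-CT at EC100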
Jurkat viability: cytotoxic compounds reducing Jurkat cell viability; Jurkat E6.1 viability, ATP luminescence, 48 h; inhibition, % at 4 µM; actives 1.2% (n = 56,000);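 active = inhibition above the mean inhibition of all tested compounds plus 3 SD, cut at about 28% in these data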
5HT1a antag: 5-HT1a (human) receptor antagonism. P08908. CHO 5-HT1a Ga15 NFAT-bla reporter, antagonist mode. inhibition, % at 10 µM. actives 0.68% (n = 62,000). AID 612;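 active = inhibition above the mean of all tested compounds plus 3 SD, cut at about 43% in these data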;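 also: receptor stimulated by 5-CT agonist at 100 nM near EC80; beta-lactamase reporter measured by ratiometric fluorescence of a cleavable substrate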
M1 antagonist: blocks the rat M1 muscarinic receptor response to acetylcholine | P08482 | CHO-M1 cells, Fluo-4 calcium, ACh EC80 antagonist mode; stronger effect = lower value | B-score at 10 µM | actives 3.4% (n = 64,000) | AID 628;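 active = calcium fluorescence response, raw or row-and-column corrected B-score, differing from the plate sample mean either way at a set confidence level, mostly lower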
M1 agonist: M1 muscarinic receptor agonism. actives 3% (n = 64,000). B-score at 10 µM. CHO-M1 cells, Fluo-4 calcium fluorescence, agonist mode; stronger effect = higher value. AID 626;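 active = fluorescence rise, raw or as B-score row- and column-corrected plate score, outside the 99.7% band of its plate's samples, either direction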
* hit, by the source's call. Rows are unselected; 8.9% or so of the library scored in one or more.

For NC(=O)CN1C(=O)C2C3C=CC(C3)C2C1=O (configuration not stated) the results were S1P3 agonist -0.5, S1P1 ag-PAM -18, HTR1E antagonist -5, HTR1E agonist 0.6, 5HT1a ag -1.3, Jurkat viability -12, 5HT1a antag -5, M1 antagonist -1.7 and M1 agonist -0.48.
Screening O=C(Oc1cccnc1)c1ccc(Cl)c(Cl)c1 returned S1P3 agonist -1.4, S1P1 ag-PAM 6, HTR1E antagonist -8, HTR1E agonist -1.1, 5HT1a ag 0.3, Jurkat viability -4, 5HT1a antag 17, M1 antagonist -0.49 and M1 agonist 0.66.
COc1ccc(CN(C(=O)c2ccco2)c2ccc(Br)cc2)cc1OC was read as S1P3 agonist -1.3, S1P1 ag-PAM -22, HTR1E antagonist 9, HTR1E agonist -1.4, 5HT1a ag 1.7, Jurkat viability 2, 5HT1a antag 35, M1 antagonist 0.39 and M1 agonist 0.55.
`Clc1ccc(Cl)c(OCCN2CCOCC2)c1` gave S1P3 agonist -0.4, HTR1E antagonist -3, HTR1E agonist -0.5, 5HT1a ag -1.1, Jurkat viability -2, 5HT1a antag -2, M1 antagonist 0.53 and M1 agonist 0.6.
For Fc1ccc(Cn2nnnc2CN2CCN(C3CCCCC3)CC2)cc1 the results were S1P3 agonist -1.2, S1P1 ag-PAM 8, HTR1E antagonist 7, HTR1E agonist -1.0, 5HT1a ag -2.6, Jurkat viability -3, 5HT1a antag -136, M1 antagonist 0.46 and M1 agonist 0.48.
For Cc1ccc(C(=O)c2coc3ccc(O)c(CN4CCN(C)CC4)c23)cc1 the results were S1P3 agonist -0.9, S1P1 ag-PAM -24, HTR1E antagonist -13, HTR1E agonist 1.0, 5HT1a ag -4.3, Jurkat viability 6, 5HT1a antag -4, M1 antagonist 0.55 and M1 agonist -0.011.
`COC(=O)Nc1ccc(S(=O)(=O)N2CCN(C)CC2)cc1` gave S1P3 agonist -0.7, S1P1 ag-PAM -15, HTR1E antagonist -6, HTR1E agonist -0.4, 5HT1a ag -2.8, Jurkat viability -4, 5HT1a antag 8, M1 antagonist 0.62 and M1 agonist -0.014.
For Nc1c(C(=O)NCc2ccco2)sc2nc(N3CCOCC3)c3c(c12)CCCC3 the results were S1P3 agonist 1.5, S1P1 ag-PAM -36, HTR1E antagonist 12, HTR1E agonist 0.5, 5HT1a ag 3.2, M1 antagonist -1.3 and M1 agonist 0.21.
`Cc1onc(-c2ccccc2Cl)c1C(=O)NCCCN1CCOCC1` gave S1P3 agonist -1.0, S1P1 ag-PAM -1, HTR1E antagonist -4, HTR1E agonist -0.4, 5HT1a ag -0.8, Jurkat viability -2, 5HT1a antag 8, M1 antagonist 0.86 and M1 agonist 0.076.
CC(=O)N1CCC2(CC1)C(C#N)=C(N)Oc1n[nH]c(C(F)(F)F)c12 was read as S1P3 agonist -4.1, S1P1 ag-PAM -2, HTR1E antagonist -3, HTR1E agonist -0.5, 5HT1a ag 1.2, M1 antagonist 0.68 and M1 agonist 0.0032.
Screening COc1ccccc1NC(=O)C1=C(C)NC(=O)NC1c1ccccc1F (configuration not stated) returned S1P3 agonist -1.4, S1P1 ag-PAM 0, HTR1E antagonist -2, HTR1E agonist -1.3, 5HT1a ag -1.4, Jurkat viability 0, 5HT1a antag -1, M1 antagonist -0.18 and M1 agonist 0.6.
Screening O=C(Cc1ccccc1)Nc1ccc2oc(-c3ccncc3)nc2c1 returned S1P3 agonist -0.1, S1P1 ag-PAM -3, HTR1E antagonist -2, HTR1E agonist 1.7, 5HT1a ag 0.3, Jurkat viability 8, 5HT1a antag -23, M1 antagonist 0.31 and M1 agonist -1.
For C=CCNC(=O)Cn1nc(-c2ccccc2)ccc1=O the results were S1P3 agonist -0.1, S1P1 ag-PAM 2, HTR1E antagonist -5, HTR1E agonist -0.7, 5HT1a ag -0.5, Jurkat viability -5, 5HT1a antag -7, M1 antagonist -0.13 and M1 agonist 0.38.
`CN(C)S(=O)(=O)N(CC(=O)Nc1ccccc1F)c1ccccc1` gave S1P3 agonist -1.1, S1P1 ag-PAM 1, HTR1E antagonist 9, HTR1E agonist 0.5, 5HT1a ag 2.5, Jurkat viability 3, 5HT1a antag 11, M1 antagonist 0.68 and M1 agonist -0.59.
C=CCn1c(-c2ccccc2)nc2nc3ccccc3nc21 was read as S1P3 agonist -0.1, S1P1 ag-PAM -32, HTR1E antagonist 9, HTR1E agonist -1.5, 5HT1a ag -1.1, Jurkat viability -2, 5HT1a antag -3, M1 antagonist 0.031 and M1 agonist 0.51.
`O=C(CSc1nnc2scc(-c3ccccc3)n12)N1CCCc2ccccc21` gave S1P3 agonist -1.5, S1P1 ag-PAM -8, HTR1E antagonist -4, HTR1E agonist -0.8, 5HT1a ag -2.7, Jurkat viability -2, 5HT1a antag 1, M1 antagonist -0.51 and M1 agonist 0.66.
For NC(=O)NC(=O)COC(=O)CCCc1c[nH]c2ccccc12 the results were S1P3 agonist -1.1, S1P1 ag-PAM -25, HTR1E antagonist -3, HTR1E agonist -0.1, 5HT1a ag -2.9, Jurkat viability 1, 5HT1a antag 14, M1 antagonist 0.43 and M1 agonist -0.71.
`CCOc1ccccc1NC(=O)C1CCCN(S(=O)(=O)c2c(C)[nH]c(=O)[nH]c2=O)C1` (configuration not stated) gave HTR1E antagonist -5, HTR1E agonist 0.3, 5HT1a ag 0.9, 5HT1a antag -1, M1 antagonist 0.12 and M1 agonist 0.37.
`Cc1cccc(CN2CCNC2=O)c1` gave S1P3 agonist 0.6, S1P1 ag-PAM -22, HTR1E antagonist -8, HTR1E agonist -0.1, 5HT1a ag -1.2, Jurkat viability 5, 5HT1a antag -13, M1 antagonist -0.51 and M1 agonist -0.4.
`COc1ccc(NS(=O)(=O)c2ccc(Br)s2)cc1OC` gave S1P3 agonist -0.2, S1P1 ag-PAM 22, HTR1E antagonist -7, HTR1E agonist -0.5, 5HT1a ag -2.0, Jurkat viability 20, 5HT1a antag 0, M1 antagonist -0.7 and M1 agonist 0.33.
`Cc1ccc(C2CC(c3cccs3)n3nc(N)nc3N2)cc1` (configuration not stated) gave S1P3 agonist -0.6, S1P1 ag-PAM -3, HTR1E antagonist 4, HTR1E agonist -0.7, 5HT1a ag -3.8, M1 antagonist 0.11 and M1 agonist 0.62.
`COc1ccc(-c2nnn(Cc3nn[nH]n3)n2)cc1OC` gave S1P3 agonist -0.4, S1P1 ag-PAM 2, HTR1E antagonist 0, HTR1E agonist 0.0, 5HT1a ag -0.5, Jurkat viability 2, 5HT1a antag 2, M1 antagonist 0.0085 and M1 agonist 0.014.
Screening CCS(=O)(=O)Nc1ccc(-c2ccc(NS(=O)(=O)CC)c(OC)c2)cc1OC returned S1P3 agonist -0.5, HTR1E antagonist 2, HTR1E agonist 0.3, 5HT1a ag 1.6, Jurkat viability 9, 5HT1a antag -6, M1 antagonist 0.03 and M1 agonist -0.43.
CN(C1CCCCC1)S(=O)(=O)c1ccc(NC(=O)c2ccc(Br)o2)cc1 was read as S1P3 agonist 0.0, S1P1 ag-PAM -15, HTR1E antagonist 1, HTR1E agonist 0.5, 5HT1a ag -1.0, Jurkat viability 7, 5HT1a antag -1, M1 antagonist 0.004 and M1 agonist -0.017.
Screening COC(=O)c1ccc(OCC2c3cc(OC)c(OC)cc3CCN2C(=O)C2CC2)cc1 (configuration not stated) returned HTR1E antagonist 34*, HTR1E agonist -0.5, 5HT1a ag 1.9, 5HT1a antag 23, M1 antagonist -0.099 and M1 agonist 8.7*.
`Cc1nnc(SCc2cc(=O)[nH]c(Nc3nc(C)c4ccccc4n3)n2)s1` gave S1P3 agonist 0.1, HTR1E antagonist 2, HTR1E agonist 0.4, 5HT1a ag -1.4, Jurkat viability -4, 5HT1a antag -14, M1 antagonist 0.083 and M1 agonist -0.022.
Screening c1ccc(-c2nc(-c3ccncc3)no2)cc1 returned S1P3 agonist -0.4, HTR1E antagonist 1, HTR1E agonist 0.5, 5HT1a ag -0.3, Jurkat viability -2, 5HT1a antag -6, M1 antagonist 0.61 and M1 agonist 1.1.
For O=C(O)c1cc(S(=O)(=O)NCC2CCCO2)ccc1Cl (configuration not stated) the results were S1P3 agonist -0.7, S1P1 ag-PAM 18, HTR1E antagonist 13, HTR1E agonist -0.5, 5HT1a ag -3.9, Jurkat viability -10, 5HT1a antag 1, M1 antagonist -0.31 and M1 agonist 0.84.
O=C(Nc1ccccc1)C1CC2CCCC(C1)C2=O (configuration not stated) was read as S1P3 agonist -0.9, S1P1 ag-PAM -31, HTR1E antagonist -11, HTR1E agonist 0.4, 5HT1a ag -2.7, Jurkat viability -7, 5HT1a antag 3, M1 antagonist 0.88 and M1 agonist -0.76.
For Cc1ccc(N2CCN(c3cc(C)nc4c5c(C)cc(C)nc5nn34)CC2)cc1 the results were S1P3 agonist 0.4, S1P1 ag-PAM -4, HTR1E antagonist -7, HTR1E agonist 1.3, 5HT1a ag -2.3, Jurkat viability -3, 5HT1a antag -5, M1 antagonist 0.45 and M1 agonist 0.25.
`O=C(c1ccccc1)c1ccc2nc(N3CCCCC3)c3nncn3c2c1` gave S1P3 agonist -0.4, S1P1 ag-PAM -10, HTR1E antagonist 0, HTR1E agonist 0.3, 5HT1a ag -2.3, Jurkat viability 3, 5HT1a antag -17, M1 antagonist 0.34 and M1 agonist -0.72.
`O=C(CN1C(=O)NC2(CCCc3ccccc32)C1=O)N1CCN(C(=O)c2ccco2)CC1` (configuration not stated) gave S1P3 agonist -0.3, S1P1 ag-PAM 3, HTR1E antagonist 4, HTR1E agonist 1.4, 5HT1a ag -0.4, Jurkat viability 3, 5HT1a antag 5, M1 antagonist -0.066 and M1 agonist 0.38.
CCN1CCN(CCCNC(=O)c2csc3c2CCCCC3)CC1 was read as S1P3 agonist 0.8, S1P1 ag-PAM -21, HTR1E antagonist -13, HTR1E agonist -0.8, 5HT1a ag -1.9, Jurkat viability -4, 5HT1a antag -15, M1 antagonist -0.1 and M1 agonist -0.58.
For Cc1ccc(NC(=O)c2cc(N3CCOCC3)nc3ccccc23)cc1 the results were S1P3 agonist -3.9, S1P1 ag-PAM 26, HTR1E antagonist 11, HTR1E agonist -0.1, 5HT1a ag 0.2, M1 antagonist -0.051 and M1 agonist -0.31.
CCN1CCN(c2oc(COc3ccc(-c4ccccc4)cc3)nc2C#N)CC1 was read as S1P3 agonist -0.8, S1P1 ag-PAM -10, HTR1E antagonist 1, HTR1E agonist 0.2, 5HT1a ag 2.1, Jurkat viability 4, 5HT1a antag 19, M1 antagonist -0.35 and M1 agonist -0.29.
Screening Cc1cnc(C(=O)Nc2ccc3c(c2)CCC3)cn1 returned S1P3 agonist 1.2, S1P1 ag-PAM 1, HTR1E antagonist -6, HTR1E agonist 1.1, 5HT1a ag -1.8, Jurkat viability -4, 5HT1a antag 16, M1 antagonist 0.066 and M1 agonist -0.12.
`CN(c1ccc(C(=O)NCc2ccc3c(c2)OCO3)cc1)S(C)(=O)=O` gave S1P3 agonist 1.9, S1P1 ag-PAM -43, HTR1E antagonist 3, HTR1E agonist 0.8, 5HT1a ag -4.4, Jurkat viability 7, 5HT1a antag -4, M1 antagonist 0 and M1 agonist 0.082.
